# HCV inh: inhibitors of hepatitis C virus infection; Potency, µM (titrated, usually from 41.8 µM), for inactives: top-dose activity change, negative = inhibition, most hits filed as inhibitors; 340,000 compounds, 3.4% hits; Huh7.5.1 HCVcc-Cre infection, luciferase reporter, 44 h
#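 Cells seeded at 1,000/well and cultured 4 h, then compounds added followed by HCVcc-Cre virus (~0.5 moi). After 44 h further culture, luciferase substrate was added, plates held 15 min at room temperature, and luminescence read for 15 sec.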
# Pf growth 48h: P. falciparum growth inhibition at 48 hours (one generation); P. falciparum luciferase growth in erythrocytes, 48 h; Potency, µM (series often up to 28.7 µM), inactives show at the highest dose activity change, negative = inhibition, most hits filed as inhibitors; 310,000 compounds, 5.9% hits; AID 504832
#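 Luciferase-expressing parasites in RBCs, 2% Hct / 0.1% parasitemia final; RPMI 1640 + 0.5% Albumax; 37 C, 5% CO2, one generation; luminescence read-out, lower signal = inhibition.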
# TbPYK inhibitor: blocks Trypanosoma brucei pyruvate kinase. 410,000 compounds, 0.12% hits. Q57TT1. TbPYK enzyme, Kinase-Glo Plus ATP luminescence, 45 min. Potency, µM (doses to about 76.8 µM), inactives show at the top dose activity, negative = inhibition, hits mostly inhibitors; also: nearly all actives have a fitted effect of over 50% in size
#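 T. brucei PYK with substrate was exposed to pin-transferred compounds across a concentration series, then started with 130 uM ADP (final). After 45 min at room temperature, Kinase-Glo Plus luminescence was read, normalized and curve-fitted.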
# Sm TGR block: S. mansoni TGR enzyme inhibition; Q962Y6; purified TGR, DTNB reduction, TNB absorbance 405 nm; Potency, µM (titrated, usually from 114 µM), for inactives: top-dose activity change, negative = inhibition, most hits filed as inhibitors; 360,000 compounds, 3% hits; also: nearly all actives have a fitted effect of over 60% in size
#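 First, TGR (20 nM dispensed) and NADPH were mixed with compound. Second, a 15 min room-temperature incubation followed. Third, further NADPH and then DTNB were added to start the reaction. Finally, TNB absorbance was monitored kinetically.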
# Pf growth 96h: P. falciparum growth inhibition at 96 hours; P. falciparum luciferase reporter growth, 96 h; Potency, µM (top dose mostly 28.7 µM), without a hit: top-dose activity change, negative = inhibition, most hits filed as inhibitors; 320,000 compounds, 6.9% hits; AID 504834
#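 Two-generation exposure (96 h) targets delayed-death phenotype. Reporter parasites carrying integrated firefly luciferase, in red cells at 2% hematocrit and 0.05% parasitemia final, kept at 37 C, 5% CO2; luminescence loss indicates inhibition.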
# LmPK inhibitor: inhibitors of Leishmania mexicana pyruvate kinase | Q27686 | purified LmPK, Kinase-Glo ATP luminescence, 1 h | Potency, µM (titrated, usually from 57.5 µM), for the others: at the highest dose activity change, negative = inhibition, usual class: inhibitors | 290,000 compounds, 0.37% hits | AID 1721
# Target sequence (Q27686 whole entry, looked up): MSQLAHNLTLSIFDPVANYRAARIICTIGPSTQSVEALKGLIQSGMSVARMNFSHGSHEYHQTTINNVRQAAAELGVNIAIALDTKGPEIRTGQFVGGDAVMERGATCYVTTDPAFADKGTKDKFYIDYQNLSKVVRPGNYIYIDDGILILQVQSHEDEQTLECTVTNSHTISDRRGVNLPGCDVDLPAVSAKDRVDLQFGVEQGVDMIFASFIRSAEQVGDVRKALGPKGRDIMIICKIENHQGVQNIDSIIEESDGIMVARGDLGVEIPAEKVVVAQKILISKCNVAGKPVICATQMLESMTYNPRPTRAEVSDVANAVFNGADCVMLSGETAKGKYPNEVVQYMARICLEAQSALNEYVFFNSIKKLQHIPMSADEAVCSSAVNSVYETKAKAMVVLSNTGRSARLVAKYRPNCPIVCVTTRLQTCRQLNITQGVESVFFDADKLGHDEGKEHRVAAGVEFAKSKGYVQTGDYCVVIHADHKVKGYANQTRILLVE
#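 Screened at intermediate enzyme activity to detect both inhibitors and activators: LmPK at 0.1 nM, with a 0.5 nM enzyme column as activation reference. PEP 0.5 mM, ADP 0.1 mM; ATP detected by luminescence after 1 h.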
# The depositor's hits bear a star; ? = inconclusive; / = not tested or not shown; [ ] = another dose, or the depositor's remark. Calls follow the shape of the dose curve; as a rule, active = well fitted curve in the direction sought with a large enough effect; inconclusive = small, poorly fitted or top-dose-only effect, or another doubt; inactive = no such curve, though single readings can be large; an effect the other way counts as inactive or inconclusive. % is scaled to controls: 0 for no effect and ±100 for the full control effect; potency is read from the fitted curve at half-maximal effect.
1. O=C(Nc1ccccc1C(=O)NC(Cc1ccccc1)C(=O)O)c1ccco1 (stereo unspecified)
2. CCn1c2ccccc2c2cc(NC(=O)c3ccc(C)c([N+](=O)[O-])c3)ccc21
3. O=C(NCc1cccc(Cl)c1)C1CCC(=O)N(CCN2CCOCC2)C1 (stereo unspecified)
4. CC(=O)N(Cc1ccco1)c1nc(C(=O)Nc2ccc(Cl)cc2)c(C)s1
5. O=C(OCC(=O)N(C1CCCCC1)C1CCCCC1)c1ccc(Cl)nc1
6. CN(C)CCn1c2c(c(SCC(=O)NCc3ccccc3)nc1=O)CCCC2
7. CCCCCC(=O)NC(=S)Nc1ccc(N2CCOCC2)cc1
8. Cc1sc2nc(-c3ccc(Br)cc3)oc(=O)c2c1C
9. O=C(NCCCNCc1ccccc1)c1ccc(/C=N/O)nc1
10. Cn1nc(C(C)(C)C)cc1C(=O)O
assay / entry | 1 | 2 | 3 | 4 | 5 | 6 | 7 | 8 | 9 | 10
Pf growth 96h | 16% | 44%[activator] | 11% | -3% | 8% | 4% | 4% | 161%[activator] | / | 9.3µM*
TbPYK inhibitor | 5% | -1% | 2% | -1% | -4% | -7% | 4% | 0% | -17% | 0%
Sm TGR block | 0% | 5% | -14% | ? | 0% | 0% | -17% | 11% | 0% | -6%[57.1 µM]
Pf growth 48h | 3% | -27% | ? | -8% | 11% | ? | -20% | 0% | 17% | 12%
LmPK inhibitor | 5% | 2% | -1% | 0% | / | / | 0% | 0% | 1% | -11%
HCV inh | 10% | ? | / | ? | 20% | 28% | 5% | 23% | 10% | 27%

11. CCc1cccc2c(C(=O)COC(=O)c3ccccc3)c[nH]c12
12. NC(=O)c1sc2cc(C(F)(F)F)cnc2c1-c1cccs1
13. COc1ccc(N=CC2=C(O)CC(C)(C)CC2=O)cc1
14. O=C(Cc1ccc(Cl)cc1)NNC(=O)c1cnccn1
15. Cc1ccc(S(=O)(=O)N2CCC(=O)N(C(COCc3ccc(Cl)cc3Cl)Cc3ccccc3)CC2)cc1 (stereo unspecified)
16. CCN(CC)C(=O)c1ccc(NS(=O)(=O)c2ccccc2)cc1
17. COc1ccc(C(C(=O)NC2CCCCC2)N(C(=O)c2sc(C)nc2C)c2ccc(C(C)=O)cc2)cc1 (stereo unspecified)
18. CCOc1ccc(-c2nnc(SCC(=O)N3CCOCC3)o2)cc1
19. CC(=O)N1CCC(C(=O)NCCOc2cccc(C)c2)CC1
20. Nc1c(N(CCCO)C(=O)C2CCCC2)c(=O)[nH]c(=O)n1Cc1ccccc1
assay / entry | 11 | 12 | 13 | 14 | 15 | 16 | 17 | 18 | 19 | 20
Pf growth 96h | 175%[activator] | -14% | 1% | -51% | ? | / | 9.3µM* | ? | 2% | 31%[activator]
TbPYK inhibitor | -10% | -7% | 2% | -21% | 2% | -2% | 0% | 5% | 4% | 7%
Sm TGR block | -10% | -5% | 1%[11.4 µM] | 3% | 4% | 3% | -18% | 4% | -4% | -2%
Pf growth 48h | 199%[activator] | / | / | ? | ? | 8% | ? | 30%[activator] | 2% | 3%
LmPK inhibitor | 2% | 3% | 14% | 3% | 6% | 3% | 5% | -6% | -7% | /
HCV inh | ? | 2% | -3% | 17% | 0%[8.37 µM] | 9% | -11% | 16% | -2% | -3%

21. Cc1ccc(NS(=O)(=O)c2c(C)[nH]c(=O)[nH]c2=O)cc1C
22. O=C(CN1C(=O)NC2(CCCCC2)C1=O)N1CCN(c2ncccn2)CC1
23. CCO[C@@H]1OC(C(=O)N2CCN(C)CC2)=C[C@H](c2csc3ccccc23)[C@H]1CCCO
24. Cc1occc1C(=O)Nc1ccc(OCc2ccccc2)cc1
25. CN=C(c1ccccc1)c1c(C)cccc1C
26. Cc1cc(C)n(CCNC(=O)c2ccc3c(c2)OCO3)n1
27. COC(=O)c1[nH]c2ccc(C)cc2c1NC(=O)CN1CCC(C)CC1
28. O=C(O)COc1ccc(Nc2ccccc2)cc1
29. CCc1ccc(-c2ccc3nnc(SC)n3n2)cc1
30. Cc1ccc2ccc3ccc(C)nc3c2n1
assay / entry | 21 | 22 | 23 | 24 | 25 | 26 | 27 | 28 | 29 | 30
Pf growth 96h | -15% | -8% | ? | 18% | 8% | 44%[activator] | ? | 11% | 16% | 18%
TbPYK inhibitor | 0% | 2% | -5% | ? | -11% | 3% | 0% | -10% | -4% | 6%
Sm TGR block | 1% | 9% | -2% | 2% | -3% | 5% | -1% | ? | 4% | -6%
Pf growth 48h | / | 8% | ? | -4% | 1% | 41%[activator] | -18% | -8% | 5% | 0.23µM*
LmPK inhibitor | -7% | / | 4% | 3% | 5% | -6% | -4% | -1% | 6% | -8%
HCV inh | 22% | 4% | 5% | -19% | 2% | 22% | ? | -2% | 0% | 0.32µM*

# An excerpt from above in order of SMILES length, smallest number first.
30. Cc1ccc2ccc3ccc(C)nc3c2n1
25. CN=C(c1ccccc1)c1c(C)cccc1C
28. O=C(O)COc1ccc(Nc2ccccc2)cc1
29. CCc1ccc(-c2ccc3nnc(SC)n3n2)cc1
24. Cc1occc1C(=O)Nc1ccc(OCc2ccccc2)cc1
19. CC(=O)N1CCC(C(=O)NCCOc2cccc(C)c2)CC1
18. CCOc1ccc(-c2nnc(SCC(=O)N3CCOCC3)o2)cc1
16. CCN(CC)C(=O)c1ccc(NS(=O)(=O)c2ccccc2)cc1
27. COC(=O)c1[nH]c2ccc(C)cc2c1NC(=O)CN1CCC(C)CC1
22. O=C(CN1C(=O)NC2(CCCCC2)C1=O)N1CCN(c2ncccn2)CC1
20. Nc1c(N(CCCO)C(=O)C2CCCC2)c(=O)[nH]c(=O)n1Cc1ccccc1
17. COc1ccc(C(C(=O)NC2CCCCC2)N(C(=O)c2sc(C)nc2C)c2ccc(C(C)=O)cc2)cc1 (stereo unspecified)
assay / entry | 30 | 25 | 28 | 29 | 24 | 19 | 18 | 16 | 27 | 22 | 20 | 17
Pf growth 96h | 18% | 8% | 11% | 16% | 18% | 2% | ? | / | ? | -8% | 31%[activator] | 9.3µM*
TbPYK inhibitor | 6% | -11% | -10% | -4% | ? | 4% | 5% | -2% | 0% | 2% | 7% | 0%
Sm TGR block | -6% | -3% | ? | 4% | 2% | -4% | 4% | 3% | -1% | 9% | -2% | -18%
Pf growth 48h | 0.23µM* | 1% | -8% | 5% | -4% | 2% | 30%[activator] | 8% | -18% | 8% | 3% | ?
LmPK inhibitor | -8% | 5% | -1% | 6% | 3% | -7% | -6% | 3% | -4% | / | / | 5%
HCV inh | 0.32µM* | 2% | -2% | 0% | -19% | -2% | 16% | 9% | ? | 4% | -3% | -11%

# Additional records
31. O=C(NNC(=O)c1cc(C(F)(F)F)cc(C(F)(F)F)c1)c1ccc(Cl)cc1
32. COC(=O)Cn1ncc(N2CC(C)OC(C)C2)c(Cl)c1=O (stereo unspecified)
33. O=C(Cc1c(F)cccc1Cl)Nc1cccc(S(=O)(=O)NC2=NCCCCC2)c1
34. COc1ccc(-c2n[nH]c(C)c2-c2ccc(OC)c(OC)c2)c(O)c1
35. CN(C)CCCN=C(NO)c1ccc(Cl)cc1Cl
36. Cc1ccc(SCC(=O)NC2CCS(=O)(=O)C2)cc1 (stereo unspecified)
37. O=c1[nH]c(N2CCOCC2)nc2ccccc12
38. COc1ccc(/C=C/C(=O)OCC(=O)Nc2ccc(Cl)cc2F)cc1S(=O)(=O)N1CCOCC1
39. COc1ccc(C2=NN(C(=O)C(O)c3ccccc3)C(O)(C(F)(F)F)C2)cc1 (stereo unspecified)
40. Cn1c(CNC(=O)c2ccc3c(c2)OCO3)nnc1SCC(=O)Nc1ccc(F)cc1
assay / entry | 31 | 32 | 33 | 34 | 35 | 36 | 37 | 38 | 39 | 40
Pf growth 96h | 4% | 42%[activator] | ? | ? | 0% | 42%[activator] | 11% | 26% | 14% | 0%
TbPYK inhibitor | -1% | 0% | 6% | -1% | 6% | 2% | -1% | 5% | 9% | -1%
Sm TGR block | 17% | -2% | 1% | 7% | 6% | -28% | 3% | 1% | -22% | -5%
Pf growth 48h | 0% | 33%[activator] | ? | 13µM* | 14% | 40%[activator] | 2% | 15% | / | 9%
LmPK inhibitor | 1% | 2% | / | 2% | 4% | 2% | 0% | 1% | -5% | -8%
HCV inh | -10% | 7% | -19% | 11µM* | 6% | -3% | 10% | 22% | -17% | 6%

41. Cc1ccccc1N1CC(C(=O)Nc2ccc(S(=O)(=O)N3CCCCC3)cc2)CC1=O (stereo unspecified)
42. Cc1noc2ncnc(Oc3ccc(C(C)(C)C)cc3)c12
43. O=C(N/N=C/c1ccc[nH]1)c1ccccc1OCc1ccc(F)cc1
44. O=C(NC1CCCCC1)c1cc2nc(-c3ccco3)cc(C(F)(F)F)n2n1
45. Cn1c(C(=O)NCc2cccnc2)cc2sccc21
46. CCn1nc(C)c(CNC(=O)c2cc(COc3cncc(Cl)c3)on2)c1C
47. COC(=O)c1cn(NC(=O)Cc2cccc(C(F)(F)F)c2)c(=O)c2ccccc12
48. CN(CCCCCCN(C)Cc1ccccc1O)Cc1ccccc1O
49. CC(C)CNC(=S)NC1CC2CCCC(C1)N2Cc1ccco1 (stereo unspecified)
50. Cc1ccc(N(Cc2ccccc2)C(=O)c2cccc(F)c2)cc1
assay / entry | 41 | 42 | 43 | 44 | 45 | 46 | 47 | 48 | 49 | 50
Pf growth 96h | 2% | ? | -10% | 17% | / | -25% | -13% | ? | 12µM* | -6%
TbPYK inhibitor | 3% | -1% | 2% | 9% | -3% | -10% | -20% | 22% | 3% | 3%
Sm TGR block | -16% | -2% | 5% | -20% | 9% | -16% | -3% | 0% | -6% | ?
Pf growth 48h | ? | ? | -5% | 2% | -7% | ? | -3% | ? | -17% | 5%
LmPK inhibitor | -4% | -2% | -2% | 8% | -7% | 0% | -2% | -7% | 3% | -13%
HCV inh | -6% | 8% | -22% | -8% | -2% | ? | 5% | ? | 12% | -3%

51. CCOc1ccc(C2=Nn3c(nnc3-c3ccccc3)SC2)cc1Cl
52. COc1ccc(-c2cc(C#N)nc(Cl)n2)cc1
53. N#Cc1cccc(S(=O)(=O)NCC(=O)NCc2ccc3c(c2)OCO3)c1
54. CC(=O)Nc1ccc(OCC(O)Cn2nc(C)nc2C)cc1 (stereo unspecified)
55. COCCn1c(-c2ccc(OC)cc2)nc2ccccc21
56. O=C(Nc1ccccc1F)Nc1ccccc1F
57. COC(=O)c1sc2nc(SCC(=O)N(C)c3ccccc3)n(N)c(=O)c2c1C
58. CCSc1nnc(NC(=O)CSc2c(Cl)cccc2Cl)s1
59. CCc1ccccc1NC(=O)NCc1ccc2c(c1)OCO2
60. COc1ccc(OC(=O)Cc2cccc3ccccc23)cc1
61. COCCNC(=S)N1CCc2cc(OC)c(OC)cc2C1c1cccs1 (stereo unspecified)
62. CC(=O)Nc1ccc2c(c1)nc(C)n2Cc1ccccc1
63. COc1ccc(S(=O)(=O)N2CCCCCC2)cc1NC(=O)CN(C)Cc1ccc2c(c1)OCO2
assay / entry | 51 | 52 | 53 | 54 | 55 | 56 | 57 | 58 | 59 | 60 | 61 | 62 | 63
Pf growth 96h | / | 0% | -13% | / | ? | -16% | ? | 11% | 9% | -23% | 5.9µM* | 0.41µM* | ?
TbPYK inhibitor | -4% | -5% | 0% | 2% | 0% | -14% | 3% | -16% | -4% | -4% | 2% | 9% | 4%
Sm TGR block | 19% | ? | -17% | 6% | -2% | -4% | -3% | 9% | 17% | -1% | -14% | -2% | -2%
Pf growth 48h | 8% | -10% | -4% | 10% | / | 106%[activator] | -14% | 2% | 13% | 0% | 2.9µM* | 5% | 12µM*
LmPK inhibitor | 3% | 3% | / | -3% | -8% | ? | 8% | -2% | -4% | -1% | -3% | -2% | /
HCV inh | -16% | ? | -2% | 14% | -15% | -7% | 17% | -13% | -21% | 11% | 5% | 12% | 11µM*

# High-throughput results from PubChem BioAssay.
